hcDAF-12 act: H. contortus DAF-12 nuclear receptor activators, primary screen, cell-based, luminescence, HEK293, lit1-tk-luc reporter. AID 652067, 2013. HEK293 hcDAF-12 lit1-tk-luc reporter; 0% DMSO, 100% Δ7-dafachronic acid. hit rate 1.4% among 370,000. activation, % at 6.8 µM;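 active = activation above the mean of all tested compounds plus 3 SD, cut at about 5.5% in these data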;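 note: 100% = response to 3 µM Δ7-dafachronic acid high control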
FXN GAA850 act: FXN promoter activators, primary screen, cell-based, luciferase luminescence, HEK293 lucGAA850; HEK293 lucGAA850 FXN promoter luciferase reporter, 24 h; percent of 10 µM SAHA response; activation, % at 6 µM; hit rate 0.56% among 360,000; AID 540364, 2011;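 active = activation above the average of all compounds screened plus 3 SD, cutoff fixed separately per campaign, cut at about 7.5% in these data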;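 note: 0% = DMSO wells and 100% = 10 µM SAHA wells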
DAX1 inh-1: DAX1 (NR0B1) inhibitors, primary screen, cell-based, HEK293, Gal4-DAX1, luciferase luminescence; hit rate 0.99% among 340,000; AID 504766, 2011; HEK293 Gal4-DAX1 luciferase reporter; Nuclear receptor subfamily 0 group B member 1 (Homo sapiens), P51843; inhibition, % at 6.75 µM;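 active = inhibition above the mean over all tested compounds plus 3 SD, cut at about 4.2% in these data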;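 note: 0% = DAX1-transfected cells with DMSO and 100% = empty-vector control cells with DMSO; inhibition shows as a rise in luminescence from relieved DAX1 repression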
DAX1 inh-2: DAX1 (NR0B1) inhibitors on StAR promoter, primary screen, cell-based, luminescence, SF-1 (NR5A1), full-length DAX-1; HEK293T StAR-luciferase reporter, SF-1/DAX-1 repression relief; inhibition, % at 6.8 µM; hit rate 1.1% among 370,000; AID 652010, 2013;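 active = inhibition above the mean over all tested compounds plus 3 SD, cut at about 3.6% in these data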;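 note: 0% = DAX-1 cells with DMSO and 100% = cells lacking DAX-1 with DMSO; higher inhibition means more luminescence from relief of DAX-1 repression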
NPR1 activator: GC-A stimulated cGMP production enhancers – HEK293 GC-A cells, cGMP TR-FRET, EC30 ANP, primary screen. Atrial natriuretic peptide receptor 1 (Homo sapiens), P16066. 0% at EC30 ANP, 100% saturating ANP. activation, % at 10 µM. hit rate 0.14% among 370,000; in the data active = activation above about 40%
hgDAF12 agonist: H. glycines DAF-12 receptor agonists, primary screen, cell-based, luminescence, HEK293, GAL4 fusion, UAS-luciferase | Nuclear hormone receptor DAF-12 (Heterodera glycines), GAL4 fusion | HEK293 GAL4-hgDAF12 UAS-luciferase reporter, agonist luminescence; normalized to butyrate control | activation, % at 6.8 µM | hit rate 1.8% among 370,000 | AID 687014, 2013;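 active = activation above a cutoff set at the mean of all screened compounds plus 3 SD, cut at about 10% in these data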;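 note: 0% = DMSO wells and 100% = sodium butyrate wells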
ssDAF-12 act: S. stercoralis DAF-12 nuclear receptor activators, primary screen, cell-based, luminescence, HEK293, GRIP1 co-expression, lit1-tk-luc | Nuclear hormone receptor DAF-12 (Strongyloides stercoralis) | HEK293 ssDAF-12/GRIP1 lit1-tk-luc reporter; % of 3 µM dafachronic acid response | activation, % at 6.8 µM | hit rate 1% among 370,000;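 active = activation above the mean over all tested compounds plus 3 SD, cut at about 0.9% in these data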;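 note: 0% = DMSO-only wells and 100% = 3 µM delta7-dafachronic acid wells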
HGIII-sPLA2 inh: human group III sPLA2 inhibitors, primary screen, biochemical, QFRET, BODIPY PC-A2 liposome substrate; Group 3 secretory phospholipase A2 (Homo sapiens), Q9NZ20; inhibition, % at 12.2 µM; QFRET BODIPY PC-A2 liposome hydrolysis, fluorescence; hit rate 0.56% among 370,000;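 active = inhibition above mean plus 3 SD of compounds lying within the high and low control bounds, cut at about 19% in these data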;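 note: 0% = median of test compound wells and 100% = no enzyme DMSO wells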
SMARCA2 activ: SMARCA2 (BRM) function activators, primary screen, cell-based, luminescence, high throughput; activation, % at 9.1 µM; hit rate 1% among 370,000; AID 652017, 2013; MG213 cells, MMTV-luciferase reporter, dexamethasone, overnight; in the data active = activation above about 7.8%;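 note: 0% = vehicle wells and 100% = reference activator wells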
NPR2 activator: human GC-B receptor activators, primary screen, HEK293 GC-B cells, cGMP TR-FRET, EC30 CNP. Atrial natriuretic peptide receptor 2 (Homo sapiens), P20594. 0% at EC30 CNP, 100% saturating CNP. activation, % at 10 µM. hit rate 0.11% among 370,000;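 active = activation at 10 µM reaching about 35% in either raw or pattern-adjusted values, limit read from the data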
Target sequence (P20594 whole entry, looked up): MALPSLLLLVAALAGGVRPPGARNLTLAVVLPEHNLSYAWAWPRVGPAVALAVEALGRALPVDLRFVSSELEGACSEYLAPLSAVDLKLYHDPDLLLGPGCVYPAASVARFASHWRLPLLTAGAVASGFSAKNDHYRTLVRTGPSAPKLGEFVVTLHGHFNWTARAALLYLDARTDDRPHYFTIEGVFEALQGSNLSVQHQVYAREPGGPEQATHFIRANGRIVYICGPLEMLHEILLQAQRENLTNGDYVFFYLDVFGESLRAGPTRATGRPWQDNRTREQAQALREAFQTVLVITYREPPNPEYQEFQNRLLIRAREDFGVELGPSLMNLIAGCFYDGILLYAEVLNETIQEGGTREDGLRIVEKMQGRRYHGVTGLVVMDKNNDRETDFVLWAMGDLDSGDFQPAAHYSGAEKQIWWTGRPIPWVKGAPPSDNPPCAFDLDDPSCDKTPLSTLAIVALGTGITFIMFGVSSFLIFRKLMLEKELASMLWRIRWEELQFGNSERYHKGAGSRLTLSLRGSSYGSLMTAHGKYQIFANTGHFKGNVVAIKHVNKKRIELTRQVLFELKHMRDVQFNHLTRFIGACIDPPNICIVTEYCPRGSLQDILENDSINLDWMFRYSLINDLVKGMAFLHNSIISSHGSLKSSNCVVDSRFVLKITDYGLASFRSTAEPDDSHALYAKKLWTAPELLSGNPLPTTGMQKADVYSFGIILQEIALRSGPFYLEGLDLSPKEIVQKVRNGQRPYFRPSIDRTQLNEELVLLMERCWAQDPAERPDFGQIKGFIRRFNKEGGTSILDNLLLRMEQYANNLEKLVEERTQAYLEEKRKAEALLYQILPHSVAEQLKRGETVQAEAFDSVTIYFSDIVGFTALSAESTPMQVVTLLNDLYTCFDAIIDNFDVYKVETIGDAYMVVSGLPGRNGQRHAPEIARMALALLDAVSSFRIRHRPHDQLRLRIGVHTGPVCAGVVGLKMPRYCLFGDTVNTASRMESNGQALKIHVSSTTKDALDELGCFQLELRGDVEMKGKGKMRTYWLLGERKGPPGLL
proKLK7 act: proKLK7 zymogen activators, primary screen, biochemical, fluorescence intensity; purified proKLK7, EDANS-DABCYL substrate fluorescence; 100% is mature enzyme control, 0% vehicle; activation, % at 7 µM; hit rate 0.9% among 370,000;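 active = activation above the mean of all tested compounds plus 3 SD, computed per campaign excluding outliers beyond control limits, cut at about 13% in these data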
Numbers without * were called inactive; x = no result given.

The first two records, to show the layout:
SMILES	hcDAF-12 act	FXN GAA850 act	DAX1 inh-1	DAX1 inh-2	NPR1 activator	hgDAF12 agonist	ssDAF-12 act	HGIII-sPLA2 inh	SMARCA2 activ	NPR2 activator	proKLK7 act
Cc1cc2oc(=O)cc(CN3CCN(c4ccc(Cl)c(Cl)c4)CC3)c2cc1Cl	-0.6	x	x	-0.7	-3	-1.2	-0.3	2	3	-3	1.0
CN1C(=O)[C@H]2[C@@H](/C=C/c3ccccc3)N3C(=O)CN(Cc4ccc(-c5ccccc5)cc4)C(=O)[C@@]3(Cc3ccccc3)[C@H]2C1=O	-1.7	-1.4	-1.0	0.2	4	0.3	-1.1	-36	1	3	-0.6

The listing, from the first entry:
SMILES	hcDAF-12 act	FXN GAA850 act	DAX1 inh-1	DAX1 inh-2	NPR1 activator	hgDAF12 agonist	ssDAF-12 act	HGIII-sPLA2 inh	SMARCA2 activ	NPR2 activator	proKLK7 act
Cc1cc2oc(=O)cc(CN3CCN(c4ccc(Cl)c(Cl)c4)CC3)c2cc1Cl	-0.6	x	x	-0.7	-3	-1.2	-0.3	2	3	-3	1.0
CN1C(=O)[C@H]2[C@@H](/C=C/c3ccccc3)N3C(=O)CN(Cc4ccc(-c5ccccc5)cc4)C(=O)[C@@]3(Cc3ccccc3)[C@H]2C1=O	-1.7	-1.4	-1.0	0.2	4	0.3	-1.1	-36	1	3	-0.6
Cc1ccc(NC(=O)CSc2nnc(-c3ccncc3)o2)cc1	-1.6	-0.7	1.5	-0.7	0	0.7	-1.3	8	-1	-4	-0.6
CCN1C(=O)[C@H]2[C@@H](c3ccc(-c4cccc(Cl)c4)cc3)N[C@@](C)(C(=O)OC)[C@H]2C1=O	-0.8	-1.6	-0.6	-0.8	1	0.1	-1.3	-35	-1	-3	0.2
CCN(c1ccccc1)S(=O)(=O)c1ccc2c(c1)N(C(C)=O)CCS2	-0.6	1.7	0.1	-0.8	0	0.9	-0.7	3	2	0	0.1
COc1cccc2c(=O)c(SC(F)(F)C(F)C(F)(F)F)c(C)[nH]c12 (stereo not given)	0.9	-2.5	0.6	-0.6	3	7.8	-0.2	-3	0	-2	2.6
CCCCCCNc1c([N+](=O)[O-])cc(C)cc1[N+](=O)[O-]	0.6	1.9	0.3	-0.1	-2	0.6	-0.9	2	-1	0	0.6
O=C(NCc1cccnc1)Nc1ccc(Cl)c(Cl)c1	0.1	2.2	-0.6	-0.1	-5	1.7	-1.3	-6	8.1*	3	0.5
Cc1ccc(-c2cc(N)n(-c3ccc(F)cc3)n2)cc1	5.4	5.9	0.5	4.3*	4	15*	-0.6	9	0	0	0.6
COc1ccc(NC(=O)C2(C)CCN2C(=O)Cc2ccc(Cl)cc2Cl)cc1OC (stereo not given)	-1.3	-0.1	x	-1.8	11	-3.1	-1.3	-10	-1	-2	0.3
COc1ccc(-c2nnn(CC(=O)N3CCN(c4ccccc4OC)CC3)n2)cc1	-1.9	0.5	-0.9	0.8	-3	-1.3	-1.0	-15	-4	-4	0.5
O=C(NCc1ccccc1)c1ccc(N2C(=O)C3CCCCC3C2=O)cc1 (stereo not given)	-0.3	3.0	-0.8	0.2	0	1.1	-0.7	-4	1	1	-0.2
O=C1C2C3C=CC(C3)C2C(=O)N1/N=C/c1cn(Cc2ccccc2)c2ccccc12 (stereo not given)	0.1	0.9	-0.6	-1.7	0	-3.5	0.1	-6	-1	-2	0.5
COc1cc(OC)c(C(=O)OCC(=O)N(Cc2ccccc2)C(C)(C)C)cc1OC	-2.8	2.2	-1.4	-1.2	-3	0.5	-1.5	-1	-3	0	0.4
CCCCOCCCNC(=O)C[C@@H]1C[C@]2(C(=O)OCC)CCC3=C2N(CCC3)C1=O	-0.2	x	x	0.4	2	-0.9	-1.1	1	-1	4	0.1
C=CCn1c(COc2ccc(F)cc2)nnc1SCC(=O)NC1CCS(=O)(=O)C1 (stereo not given)	-0.1	0.2	0.0	0.8	0	-1.1	-0.5	2	-1	-2	0.4
N#C/C(=C\c1ccc2c(c1)OCO2)C(N)=S	-0.2	1.9	x	-0.1	-10	-2.2	-0.5	7	2	-4	1.2
O=C(c1[nH]c(C(F)(F)F)nc1-c1ccccc1)N1CCN(c2ccncc2)CC1	0.7	x	x	-0.2	-1	0.3	-1.0	-2	6	0	0.2
O=C(NC1CCCCN(Cc2cccc(Cl)c2)C1=O)c1ccc(F)c(F)c1 (stereo not given)	-1.5	x	x	-0.1	1	0.1	-1.8	7	-2	1	-0.5
Nc1nnc(-c2ccccc2F)s1	0.8	2.3	x	0.6	4	2.5	-0.6	2	1	1	0.1

Retrieved by compound from the list above, 2 records:
SMILES	hcDAF-12 act	FXN GAA850 act	DAX1 inh-1	DAX1 inh-2	NPR1 activator	hgDAF12 agonist	ssDAF-12 act	HGIII-sPLA2 inh	SMARCA2 activ	NPR2 activator	proKLK7 act
CCCCCCNc1c([N+](=O)[O-])cc(C)cc1[N+](=O)[O-]	0.6	1.9	0.3	-0.1	-2	0.6	-0.9	2	-1	0	0.6
COc1cccc2c(=O)c(SC(F)(F)C(F)C(F)(F)F)c(C)[nH]c12 (stereo not given)	0.9	-2.5	0.6	-0.6	3	7.8	-0.2	-3	0	-2	2.6

Additional compounds follow.
SMILES	hcDAF-12 act	FXN GAA850 act	DAX1 inh-1	DAX1 inh-2	NPR1 activator	hgDAF12 agonist	ssDAF-12 act	HGIII-sPLA2 inh	SMARCA2 activ	NPR2 activator	proKLK7 act
O=C(CCc1ccccc1Cl)N1CCN(S(=O)(=O)c2ccccc2)CC1	-0.8	1.3	-0.1	1.1	-12	-1.5	-1.7	-8	-3	-10	0.0
COC(=O)C1=C(C)N(Cc2ccc(Cl)cc2)C(=S)NC1c1ccc(Cl)cc1 (stereo not given)	0.7	x	x	-0.4	-15	-0.9	-0.8	3	-1	-10	0.0
Cc1cc(CN(C)C(=O)c2cc(COc3ccc(C)c(C)c3)on2)n[nH]1	-1.7	0.0	0.7	-1.1	4	-0.8	-0.4	-22	-1	1	0.0
Cc1ccc(CNC(=O)CN2CCN(Cc3ccc(C)cc3)C2=O)cc1	-1.3	0.0	0.3	0.2	3	-0.8	-1.6	-2	-1	6	0.6
Cc1onc(C(=O)NCc2ccc(F)cc2)c1[N+](=O)[O-]	-2.7	2.5	-0.8	-0.2	4	-0.4	-0.9	4	-2	-2	0.0
COc1cc(NC(=O)CN2C(=O)COc3ccc(S(=O)(=O)N4CCOCC4)cc32)cc(OC)c1	-1.5	-1.1	-0.1	-0.7	-1	-1.9	-0.9	-5	-2	-8	-0.2
CCN(CC)C(=O)Cn1cc(S(=O)(=O)Cc2cccc([N+](=O)[O-])c2)c2ccccc21	-1.0	-1.5	-0.4	-0.4	0	-0.4	-0.5	-2	2	-1	0.2
O=C(CCSc1ccccc1)Nc1nccs1	-0.8	3.1	0.1	-0.7	0	2.4	-1.2	2	-1	-1	0.2
Cc1ccc(S(=O)(=O)Nc2nc(C)cc(-n3nc(C)cc3C)n2)cc1	-0.3	0.0	1.0	-0.1	-1	-2.3	-0.6	-15	3	1	-0.3
O=C(Cc1cccs1)N1CCC(c2nc3c(nnn3Cc3ccccc3)c(=O)[nH]2)CC1	-0.5	-0.4	-0.1	-1.0	-2	-1.8	-1.1	-14	2	1	0.4
COc1ccc(CCNC(=O)CSc2nc3ccsc3c(=O)n2CC2CCC(C(=O)O)CC2)cc1OC (stereo not given)	-0.3	-1.8	0.0	0.5	-4	0.5	-0.8	4	0	-5	-0.6
CCOC(=O)N1CCN(C(=O)C2CCN(S(C)(=O)=O)CC2)CC1	-0.9	2.3	0.3	0.3	0	-0.1	-1.2	5	-3	6	-0.8
CC(OC(=O)c1cn(-c2ccccc2)nc1-c1cccnc1)C(N)=O (stereo not given)	-2.3	-2.3	1.5	-0.9	-6	-1.4	-1.6	-2	1	-5	-0.6
CCN(CC)S(=O)(=O)c1ccc2c(c1)c(=O)c(C(=O)NCc1ccco1)cn2C	-1.5	-0.4	2.6	-0.5	15	1.8	-1.6	-4	-2	0	-0.5
CC(C)OCCCNC(=S)Nc1ccc2nc3n(c(=O)c2c1)CCCCC3	-1.9	2.3	0.4	-0.9	3	-1.4	-2.0	10	-3	-3	0.1
C=CCc1cccc(C=Nc2cc(Br)ccc2O)c1O	-0.2	3.7	-1.0	-0.6	0	-4.7	-1.3	9	6	-4	0.5
CN(C)C(CNc1ccc(S(C)(=O)=O)cc1[N+](=O)[O-])Cc1ccccc1 (stereo not given)	2.7	1.9	-0.8	-0.3	-3	-1.8	-0.5	5	-3	-2	-0.3
COC(=O)c1c(SCc2ccc(C#N)cc2)nc(=O)[nH]c1C	-0.9	1.4	-0.1	-0.3	-4	-0.7	-1.3	-6	-1	-12	-0.8
O=S(=O)(CCN1C=CC(C(F)(F)F)=NCC1)c1ccc(Cl)cc1Cl	-0.9	1.8	0.6	0.8	3	0.3	-0.9	0	0	-2	0.3
Cc1cccc(NC(=O)C(C)SCc2ccccc2)c1 (stereo not given)	3.0	1.7	-1.2	-0.2	-7	1.8	-1.4	-11	0	2	0.2
CC(=O)c1cccc(Nc2ccc(C#N)cc2)c1	-1.2	x	x	-0.5	-1	2.5	-1.3	8	0	-6	-0.4
CCCCn1c(N)c(N(CC)C(=O)c2ccc([N+](=O)[O-])c(C)c2)c(=O)[nH]c1=O	-0.2	1.2	-1.5	-0.3	6	-1.1	-1.2	0	1	0	-1.0
Cc1nc([N+](=O)[O-])c(C(=O)OCc2ccc(C#N)cc2)n1C	-1.8	-0.7	0.5	-0.4	-2	5.9	-1.9	1	-1	-8	0.5
O=C(Nc1nc2ccccc2n1CCN1CCCC1)c1ccc(Cl)cc1	7.3*	1.9	1.5	0.6	-7	18*	-0.3	-1	9.1*	-4	-1.2
CCOC(=O)C1CCN(c2nc3ccccc3n2CC(=O)c2ccccc2)CC1	-1.8	-0.1	-1.8	-0.1	1	0.8	-1.2	-20	-1	-1	0.5
COC(=O)C(Cc1ccccc1)OS(N)(=O)=O (stereo not given)	-1.3	3.3	1.2	0.8	-2	-0.2	-1.0	6	1	-1	-0.3
Cc1cc(C)c2c(CN(C)Cc3ccccc3)cc(=O)oc2c1	-1.9	x	x	0.8	-3	13*	-0.4	0	6	-9	0.8
CC(=O)NC1C(=O)N(Cc2ccccc2)c2ccc(Br)cc21 (stereo not given)	1.4	-3.5	-1.4	-0.8	-15	-2.2	-1.8	-14	-3	-10	0.8
